Compound activity: PubChem, National Center for Advancing Translational Sciences (NCATS)
GCN5L2 inh: GCN5L2 (KAT2A) acetyltransferase inhibition; Q92830; GCN5L2 HAT assay, ThioGlo1 CoA-SH fluorescence; Potency, µM (highest dose often 58.9 µM), for inactives: at the highest dose activity change, negative = inhibition, hits mostly inhibitors; 390,000 tested, 0.21% active; AID 504327
Target sequence (Q92830 whole entry, looked up): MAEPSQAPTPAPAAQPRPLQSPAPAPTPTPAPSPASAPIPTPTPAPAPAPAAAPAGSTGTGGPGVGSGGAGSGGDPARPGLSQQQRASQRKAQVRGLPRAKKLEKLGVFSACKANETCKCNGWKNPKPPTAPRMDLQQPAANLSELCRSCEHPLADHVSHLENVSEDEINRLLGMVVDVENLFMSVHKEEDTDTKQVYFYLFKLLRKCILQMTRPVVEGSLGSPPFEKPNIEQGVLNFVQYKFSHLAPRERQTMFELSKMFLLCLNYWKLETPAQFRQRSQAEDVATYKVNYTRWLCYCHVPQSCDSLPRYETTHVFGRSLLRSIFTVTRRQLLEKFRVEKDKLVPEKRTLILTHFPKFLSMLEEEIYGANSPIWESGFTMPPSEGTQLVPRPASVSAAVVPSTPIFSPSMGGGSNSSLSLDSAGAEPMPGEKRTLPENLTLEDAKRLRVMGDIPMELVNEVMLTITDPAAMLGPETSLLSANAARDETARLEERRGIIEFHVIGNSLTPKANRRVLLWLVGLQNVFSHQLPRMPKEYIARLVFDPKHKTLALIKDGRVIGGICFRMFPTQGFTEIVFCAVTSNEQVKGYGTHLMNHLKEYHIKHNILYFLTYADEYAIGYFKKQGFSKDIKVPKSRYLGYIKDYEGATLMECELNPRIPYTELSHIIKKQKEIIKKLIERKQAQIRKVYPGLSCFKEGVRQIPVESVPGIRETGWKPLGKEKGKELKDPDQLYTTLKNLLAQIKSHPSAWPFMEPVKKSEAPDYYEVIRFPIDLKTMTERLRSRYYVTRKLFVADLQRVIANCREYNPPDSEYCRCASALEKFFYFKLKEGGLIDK
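Titration-based screen in which CoA formation is detected via maleimide probe ThioGlo1 (50uM) turning fluorescent on thiol reaction; substrates H3(1-25) 75uM and acetyl-CoA 70uM, GCN5L2 20nM, 20 min incubation at room temperature.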
DT40 TDP1 CPT: growth inhibition of DT40 Tdp1-/-;hTDP1 cells with camptothecin (screen for TDP1 inhibitors); 420,000 tested, 12% active; AID 686979; chicken DT40 Tdp1-/-;hTDP1 cells + 20 nM CPT, ATP luminescence, 48 h; Potency, µM (titrated, usually from 46.2 µM), for inactives: at the top dose activity change, negative = growth inhibition, actives largely listed as inhibitors; further: nearly all actives have a fitted effect of over 55% in size
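Chicken DT40 Tdp1-/- cells stably complemented with human TDP1 were seeded at 400 cells/well in medium containing 20 nM camptothecin, exposed to pin-transferred compounds, and grown at 37 °C for at least 48 hr. Viability was read as ATP luminescence.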
TDP1 cell noCPT: qHTS for Inhibitors of human tyrosyl-DNA phosphodiesterase 1 (TDP1): qHTS in cells in absence of CPT | Potency, µM (doses to about 46.2 µM), without a hit: at the highest dose activity change, negative = growth inhibition, hits mostly inhibitors | 420,000 tested, 15% active | DT40 Tdp1-/- hTDP1 cells, no CPT, ATP luminescence, 48 h; further: nearly all actives have a fitted effect of over 55% in size
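A cellular qHTS used chicken DT40 cells lacking endogenous Tdp1 but carrying stably transfected human TDP1. Compounds were applied without camptothecin, and cell growth kinetics were judged by ATP-dependent luminescence after ≥48 hr.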
Numbers without * were called inactive; ? = inconclusive; / = no result given; & = joins results of further samples; [ ] = remark or other dose. The call rests on the fitted dose curve; in most records, active means well fitted curve in the direction sought with a large enough effect; inconclusive means small, poorly fitted or top-dose-only effect, or another doubt; inactive means no such curve, though single readings can be large; an effect the other way counts as inactive or inconclusive. On the % scale 0 is the no-effect control and ±100 the full control effect; potency means the concentration at half of the fitted maximal effect. Some of the compounds tested; count on the stated rates, not on these rows.

SMILES	GCN5L2 inh	DT40 TDP1 CPT	TDP1 cell noCPT
O=C(Oc1ccc(Cl)c2cccnc12)c1cccc([N+](=O)[O-])c1	-3%	1.3µM*	0.92µM*
COC(=O)COc1ccc(/C=N/NC(=O)CN(c2ccccc2OC)S(=O)(=O)c2ccccc2)cc1	-9%	?	?
Cc1cc(C)n(-c2ccc([N+](=O)[O-])cc2)n1	-4%	-38%	23%
CC1CCN(c2ccc(C(=O)Nc3nnc(C4CC4)s3)cc2[N+](=O)[O-])CC1	2%	8%	-21%
COc1ccc(-c2nnc(SCC(=O)NC3CCCCC3)n2N)cc1	1%	-1%	-5%
CCN(CC)S(=O)(=O)c1ccc2[nH]c(=O)cc(C(=O)NCc3ccccc3)c2c1	0%	-22%	0%
Cc1cccc(NC(=O)CSc2nc(C)cc(C)c2C(=O)Nc2ccc(Cl)cc2)c1	-5%	?	?
COc1ccc(NC(=O)Cn2nnc(C(=O)NCc3ccccc3)c2N)cc1Cl	-1%	-19%	-4%
CCOc1ccc(/C=C/c2c([N+](=O)[O-])c(=O)n(C)c(=O)n2C)cc1	-16%	13%	?
COCCCNC(=O)CCn1c(=O)c2ccccc2n(CC(=O)Nc2cc(Cl)ccc2C)c1=O	-1%	0%	-19%
Cc1ccc(C)c(N2CCN(C(=O)C(C)n3c(C)c4cnn(-c5ccccc5)c(=O)c4c3C)CC2)c1 (centres undefined)	-12%	21µM*	16µM*
CCNc1nc(NCC)nc(N/N=C/c2ccc(OC)cc2)n1	-4%	-1%	-26%
CCNC(=O)C1(C)CCN(C(=O)c2cccc(OC(F)(F)F)c2)C1 (centres undefined)	/	-22%	1%
O=C(c1ccccc1Oc1ccccc1)N1CCN(c2ccc(F)cc2)CC1	?	?	?
CCCCn1c(N)c(N(Cc2ccccc2OC)C(=O)c2cc(CC)c(C)s2)c(=O)[nH]c1=O	1%	-1%	3%

Two entries from above, set out differently.
Every second line gives: GCN5L2 inh	DT40 TDP1 CPT	TDP1 cell noCPT
Cc1cc(C)n(-c2ccc([N+](=O)[O-])cc2)n1
    -4%	-38%	23%
Cc1cccc(NC(=O)CSc2nc(C)cc(C)c2C(=O)Nc2ccc(Cl)cc2)c1
    -5%	?	?

(more compounds)
SMILES	GCN5L2 inh	DT40 TDP1 CPT	TDP1 cell noCPT
Cc1ccccc1Cn1nc(C)c(NC(=O)c2sc3ccccc3c2Cl)c1C	43%[activator]	?	21µM*
O=C(NCc1cccnc1)C12CC3CC(CC(C3)C1)C2	0%	-5%	-20%
CC(=O)Nc1ccc(C(=O)CSc2nnnn2C(C)C)cc1	-1%	-21%	-7%
CCOC(=O)C1CCN(C(=O)CCn2c(=O)oc3ccccc32)CC1	/	-13%	-1%
Cc1ccc(SCc2[nH]nc3c2C(c2ccc(C)o2)C(C#N)=C(N)O3)cc1 (centres undefined)	82%[activator]	16µM*	16µM*
CCn1nc(NC(=O)C2CCCO2)c2cc3cccc(C)c3nc21 (centres undefined)	0%	3%	-8%
Cc1cc(C)nc(SCc2ccc(C(=O)N/N=C/c3cccc(O)c3O)cc2)n1	-10%	5.2µM*	5.8µM*
Cc1cn([C@H]2C[C@H](O)[C@@H](/C=C/C(=O)NCc3cccc4ccccc34)O2)c(=O)[nH]c1=O	/	3%	6%
O=C(CSc1nnnn1-c1ccccc1)NCC1(N2CCOCC2)CCCCC1	-8%	-15%	-7%
COc1ccc(Nc2nc3ccccc3nc2NS(=O)(=O)c2cccs2)cc1	-20%	?	?
CC(=O)N1CCN(c2ccc(NC(=O)c3ccccc3Cl)cc2)CC1	-17%	-7%	?
CCOc1cc(/C=C(\C#N)C(=O)NCC2CCCO2)ccc1O (centres undefined)	4%&1%	-12%&7%	-9%&4%
COc1cccc(S(=O)(=O)N(C)C[C@H]2OCc3cnnn3CCCC(=O)N([C@@H](C)CO)C[C@H]2C)c1	/	3%	-16%
O=C(NCCN1CCOCC1)c1noc2c1CCc1ccccc1-2	-3%	-29%	-8%
CC(C)(C)OC(=O)N1CCC[C@@H]1C(=O)N1CCC(C(=O)O)CC1	1%	21%	3%
CCN(CC)CCNC(=O)Cn1cnc2sc(C)c(S(=O)(=O)N3CCN(c4ccccc4OC)CC3)c2c1=O	2%&2%	1%&-18%	8%&14%
Cn1cc([N+](=O)[O-])c(C(=O)Nc2ccc(-c3nc4ccccc4o3)cc2)n1	-3%	-5%	-12%
CC(C)(C)CN1C(=O)C(=O)NC[C@H]1Cc1cccc2ccccc12	-14%	-10%	-20%
NC(=O)c1ccc(NC(=O)c2ccc3c(c2)OCO3)cc1	-9%	4%	-2%
C=CCn1c(-c2cccc(S(=O)(=O)N3CCOCC3)c2)n[nH]c1=S	-5%	5%	-10%
Cc1noc(C)c1C(=O)N1CCCC(C)(C(=O)NS(=O)(=O)C2CC2)C1 (centres undefined)	/	-30%	?
COc1cc2[nH]c(=S)n(NC(=O)CC(C)C)c(=O)c2cc1OC	0%	6%	-9%
CCOc1c(Br)cc(CNCc2cccs2)cc1OC	-4%	26%	-17%
CCc1ccc(NC(=S)Nn2cnnc2)cc1	-19%	13%	3%
Cc1ccc(C)c(NC(=O)CSc2nnc(CNC(=O)c3ccco3)n2C)c1	1%	17%	-5%
NC(=S)NN=CCn1cc([N+](=O)[O-])c(=O)[nH]c1=O	/	-3%	-23%
C#CCOCCOCCOCCNc1nc(N2CCN(C(=O)Cn3cc(CCO)nn3)CC2)nc(N2CCN(C(=O)[C@H](C(C)C)n3cc(CCO)nn3)CC2)n1	-2%	-22%	-1%
NS(=O)(=O)c1ccc(NC(=O)CN2C(=O)CCC2=O)cc1	-15%	7%	4%
N#CCC(=O)N1CCn2c1nc1ccccc12	0%	-8%	-3%
CCCn1c(SC(C)C(=O)NCC2CCCO2)nc2sc(CC)cc2c1=O (centres undefined)	1%	-11%	?
CN1c2ccsc2/C(=N/Nc2ccc(F)cc2)CS1(=O)=O	-10%	2.1µM*	2.6µM*
O=C1/C(=C/c2ccccc2)CN(C(=O)CCN2CCOCC2)C/C1=C\c1ccccc1	/	1.6µM*	1.8µM*
OCCC1CN(Cc2ccc(F)cc2)CCN1CCc1ccccc1 (centres undefined)	1%	0%	9%
O=C(c1cccc(Cl)c1)N(Cc1cccs1)C1CCS(=O)(=O)C1 (centres undefined)	-4%	-15%	-10%
Cc1cc2nc(SC(C)C(=O)O)[nH]c2cc1C (centres undefined)	-4%	-9%	?
CC(=O)Nc1ccc(NC(=O)c2ccccc2Sc2ccc([N+](=O)[O-])cc2Cl)cc1	3%	-20%	?
O=C(CN1C(=O)C2CC=CCC2C1=O)NC1CCCc2ccccc21 (centres undefined)	0%	-7%	-6%
O=C(CCC1CCCCC1)Nc1nncs1	2%	-10%	-20%
CCc1ccc(OCC(=O)NC(=S)Nc2ccc(C(C)=O)cc2)c(Br)c1	-4%	1%	-3%
O=C(CNC(=O)c1ccco1)Nc1cccc(Cl)c1	1%	-7%	18%
Cn1c(=O)n(CCCc2ccccc2)c(=O)c2c1nc1n2CCN1c1ccccc1	3%	7.3µM*	6.5µM*
COc1cc(NC(=O)c2ccc(-c3cn[nH]c3)c3ccoc23)cc(OC)c1OC	/	12µM*	13µM*
Cc1ccc(SCCC(=O)NNC(=O)c2ccccc2F)cc1	-4%	1%	-29%
CCC(C)(C)NC(=O)C1CCN(S(=O)(=O)c2cccs2)CC1	-12%	6%	1%
CCOc1ccc(S(=O)(=O)n2cc(F)c(=O)[nH]c2=O)cc1[N+](=O)[O-]	-1%	3%	4%
CCCCN(C(=O)/C=C/c1ccc(OC)cc1)C1CCS(=O)(=O)C1 (centres undefined)	1%	-3%	-15%
Cc1ccc(SCc2cc(=O)[nH]c(/N=C(\N)Nc3ccc(C)c(C)c3)n2)cc1	-4%	?	?
c1ccc(C2[C@H]3CN(CC4CCCCC4)[C@H](c4ccccc4)C34CC2(c2cccnc2)C4)cc1 (some centres undefined)	21%	23µM*	18µM*
Clc1ccc(NC2=NCCC2)cc1Cl	0%	4%	-19%
CC(=O)N1CCCc2cc(S(=O)(=O)N3CCC(C)CC3)ccc21	3%	3%	-4%
CCOc1ccc(-n2c(COc3ccccc3)nnc2SCC(N)=O)cc1	4%	12%	-18%
CCO[C@@H]1OC(C(=O)N2CCCCCCC2)=C[C@H](c2ccc(C(F)(F)F)cc2)[C@H]1CCCO	1%	?	23µM*
CC(=O)NC(Cc1ccccc1)C(C)=O (centres undefined)	-3%	6%	-6%
CCOC(=O)C1CCCN(CC(=O)Nc2cccc(C(C)=O)c2)C1 (centres undefined)	-3%	5%	20%
CCOC(=O)N1CCN(C(=O)CNC(=O)c2ccc(Br)cc2)CC1	-6%	3%	2%
c1ccc(CCc2cn(C[C@H]3CC[C@@H]([C@@H]4CC[C@H](Cn5cc(CCc6ccccc6)nn5)O4)O3)nn2)cc1	1%	?	15µM*
CCOC(=O)c1c(SCc2ccccc2)n[nH]c1N	-1%	-16%	-24%
CCOc1ccc(S(=O)(=O)NCc2nc3cccnc3n2Cc2ccccc2OC)cc1	-2%	?	?
O=C(OCC(=O)N1CCN(C(=O)c2ccco2)CC1)C1=COCCO1	-2%	-2%	0%
O=C1Nc2ccccc2/C1=N/N=C/c1cccc(O)c1	-7%	-8%	?
More entries follow.
SMILES	GCN5L2 inh	DT40 TDP1 CPT	TDP1 cell noCPT
CC(=O)c1c(C(C)=O)c(C)n(-c2ccc(N)cc2)c1C	-6%	-26%	-2%
Cc1ccc(NC(=O)C2CC(=O)N(c3ccccc3Cl)C2)cc1S(=O)(=O)N1CCOCC1 (centres undefined)	/	?	?
CC(C)(C)c1ccc(S(=O)(=O)N2CCC(N3CCCCC3)CC2)cc1	-16%	-18%	?
O=c1oc2ccccc2n1Cc1cccc(C(F)(F)F)c1	/	-25%	?
O=C(Nc1ccccc1Cl)C1C(c2ccccc2)C1(Cl)Cl (centres undefined)	-7%	-23%	-42%
CCOC(=O)CN1C(=O)N(c2ccccc2OC)S(=O)(=O)c2ccccc21	3%	-5%	12%
O=S(=O)(NCc1ccccc1)NCc1ccccc1	-4%	4%	-21%
c1ccc(CNC2CC3CCC2C3)cc1 (centres undefined)	/	4%	-10%
CSCCC(NC(=O)c1ccc(Cl)cc1Cl)C(=O)NCc1ccccn1 (centres undefined)	-3%	?	-28%
NC(=O)CSc1nnc(-c2ccccn2)n1Cc1ccco1	0%	7%	0%
S=C(c1ccccc1)N1CCSCC1	-8%	-12%	-3%
O=C(c1cccnc1)N1CCN(S(=O)(=O)c2ccc3ccccc3c2)CC1	1%	-23%	?
Cc1ccc(N)cc1CN1CCCC1=O	-1%	-11%	-16%
CCN(Cc1ccc(NC(C)=O)cc1)CC1CCCN(CCc2cccc(OC)c2)C1 (centres undefined)	2%	?	21µM*
COC(=O)c1cc2c(N)c(C(=O)c3ccc(Cl)cc3)sc2nc1C(OC)OC	-4%	?	15µM*

Single records, from the list above. Order of screens: GCN5L2 inh	DT40 TDP1 CPT	TDP1 cell noCPT
S=C(c1ccccc1)N1CCSCC1 is listed with -8%	-12%	-3%
CCN(Cc1ccc(NC(C)=O)cc1)CC1CCCN(CCc2cccc(OC)c2)C1 (centres undefined) is listed with 2%	?	21µM*
Cc1ccc(NC(=O)C2CC(=O)N(c3ccccc3Cl)C2)cc1S(=O)(=O)N1CCOCC1 (centres undefined) is listed with /	?	?
NC(=O)CSc1nnc(-c2ccccn2)n1Cc1ccco1 is listed with 0%	7%	0%

(cont.)
SMILES	GCN5L2 inh	DT40 TDP1 CPT	TDP1 cell noCPT
O=C1c2ccccc2NC(c2ccccc2O)N1NS(=O)(=O)c1ccccc1 (centres undefined)	-1%	-5%	-8%
CC(C)(C)[C@@H]1C=C(C(=O)O)O[C@H](OCc2ccc(CO)cc2)C1	2%	?	5%
COc1ccc(N2CCN(c3cnc4ccccc4n3)CC2)cc1	1%	?	?
COC(=O)C(Cc1ccccc1)NC(=O)COc1ccc(C(C)(C)C)cc1 (centres undefined)	-3%	-26%	-26%
Cc1ccc(C)c(S(=O)(=O)N2CCN(CC(=O)NC(=O)NCc3ccco3)CC2)c1	-11%	-16%	?
COc1ccc(NC(C)=O)cc1NC(=O)CSc1nnc(-c2ccc(F)cc2)n1N	2%	?	-12%
Cc1ccc(C(=O)Nc2nc(C)c(C)s2)o1	-1%	?	?
CCOC(=O)c1c(NC2=NS(=O)(=O)c3ccccc32)sc2c1CCCCC2	-6%	?	?

Only DT40 TDP1 CPT and GCN5L2 inh, for some of the entries so far:
structure	DT40 TDP1 CPT	GCN5L2 inh
Cc1cc(C)n(-c2ccc([N+](=O)[O-])cc2)n1	-38%	-4%
NC(=S)NN=CCn1cc([N+](=O)[O-])c(=O)[nH]c1=O	-3%	/
Cc1ccccc1Cn1nc(C)c(NC(=O)c2sc3ccccc3c2Cl)c1C	?	43%[activator]
O=C1Nc2ccccc2/C1=N/N=C/c1cccc(O)c1	-8%	-7%
